HCMV inh – qHTS Assay for inhibitors of the human cytomegalovirus (HCMV); HFF cells, HCMV-luciferase reporter, 72 h; hits give low values; 410,000 tested, 4.5% active; activity change, negative = inhibition, % at 57.5 µM; in the data active = activity change below about -60%; inconclusive = no clear call, values can overlap the other calls; inactive = above about -39%; also: % is scaled to controls: 0 for no effect and ±100 for the full control effect
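Human foreskin fibroblasts infected with luciferase-reporter HCMV at MOI 1 PFU/cell, compounds at two doses. Luciferase measured 72 h post infection; normalized to buffer-only basal and Salinomycin (10uM) controls.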
AmpC inh no detg – qHTS Inhibitors of AmpC Beta-Lactamase (assay without detergent); AmpC nitrocefin hydrolysis, absorbance 480 nm, 0.0001% Triton; AID 485341, 2010; Potency, µM (series often up to 57.1 µM), for inactives: top-dose activity change, negative = inhibition, usual class: inhibitors; P00811; 330,000 tested, 0.52% active;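 also: potency is read from the fitted curve at half-maximal effect; plate controls were no compound for no effect and no enzyme for full effect; nearly all actives have a fitted effect of over 20% in size; some results filed as inactive show a strong effect at the top dose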
Target sequence (P00811 whole entry, looked up): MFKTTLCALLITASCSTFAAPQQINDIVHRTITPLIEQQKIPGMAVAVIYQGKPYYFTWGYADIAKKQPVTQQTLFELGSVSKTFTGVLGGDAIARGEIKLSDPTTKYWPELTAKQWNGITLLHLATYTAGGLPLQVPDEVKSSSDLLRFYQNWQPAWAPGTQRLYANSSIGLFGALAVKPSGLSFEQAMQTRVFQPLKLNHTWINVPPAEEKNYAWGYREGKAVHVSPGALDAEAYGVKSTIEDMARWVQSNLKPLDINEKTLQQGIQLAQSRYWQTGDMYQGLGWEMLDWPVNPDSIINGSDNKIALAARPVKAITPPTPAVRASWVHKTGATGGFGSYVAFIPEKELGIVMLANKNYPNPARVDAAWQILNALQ
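AmpC (5.3 nM in the dispensed reagent) in 20 mM phosphate pH 7.0 with 0.01% (detergent screen) or 0.0001% Triton X-100 was preincubated with compounds for 15 min at room temperature. Nitrocefin was then added from an 800 uM solution, and hydrolysis was followed at 480 nm.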
Giardia FBPA inh – qHTS Assay for Inhibitors of Fructose-1,6-bisphosphate Aldolase from Giardia Lamblia; 290,000 tested, 0.71% active; purified Giardia FBPA; Potency, µM (titrated, usually from 59.6 µM), for the others: top-dose activity, negative = inhibition, actives largely listed as inhibitors; also: potency is read from the fitted curve at half-maximal effect; % is scaled to controls: 0 for no effect and ±100 for the full control effect; nearly all actives have a fitted effect of over 55% in size
Target sequence (A8B2U2 whole entry, looked up): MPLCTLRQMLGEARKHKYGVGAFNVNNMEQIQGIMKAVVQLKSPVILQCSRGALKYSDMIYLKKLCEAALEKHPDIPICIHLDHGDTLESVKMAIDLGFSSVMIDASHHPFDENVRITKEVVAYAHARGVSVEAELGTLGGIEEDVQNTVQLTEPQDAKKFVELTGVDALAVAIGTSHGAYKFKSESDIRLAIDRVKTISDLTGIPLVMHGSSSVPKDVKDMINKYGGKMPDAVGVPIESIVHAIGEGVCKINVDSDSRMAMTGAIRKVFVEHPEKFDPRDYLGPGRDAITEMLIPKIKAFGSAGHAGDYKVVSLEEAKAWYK
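40 nM FBPA preincubated 10 min at RT with compound (up to 57.5 uM final), then substrate plus GAPDH/TPI/NAD/arsenate coupling and diaphorase/resazurin added. Fluorescence read after 20 min at RT, 525/598 nm.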
CHX counter – Cycloheximide Counterscreen for Small Molecule Inhibitors of Shiga Toxin; 300,000 tested, 12% active; cell reporter, cycloheximide protein synthesis inhibition counterscreen; max response, %; in the data active = max response mostly above about 13%, no sharp cut-off; inactive = mostly below about 14%; also: read at 38.3 µM for the half of the compounds with a filed dose; 0% is about no effect
Shiga inhibitor – A qHTS for Small Molecule Inhibitors of Shiga Toxin. Vero cells, Shiga toxin protein synthesis inhibition reporter. inhibition, % at 38.7 µM. 290,000 tested, 9.2% active; in the data active = inhibition mostly above about 28%, no sharp cut-off; inactive = mostly below about 43%; also: 0% is about no effect
AMA1-RON2 inh – qHTS for Inhibitors of AMA1-RON; Towards Development of Antimalarial Drug Lead: Primary Screen | Potency, µM (top dose mostly 58.2 µM), inactives show at the top dose activity change, negative = inhibition, hits mostly inhibitors | 360,000 tested, 0.2% active | AlphaScreen AMA1-biotinylated RON2 peptide binding | Plasmodium falciparum AMA1 (3D7) - RON2 peptide interaction;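 also: potency is read from the fitted curve at half-maximal effect; 0% = vehicle wells and -100% = peptide control; nearly all actives have a fitted effect of over 45% in size; some results filed as inactive show a strong effect at the top dose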
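AMA1 (3D7) with his tag at 25 nM final met compounds first, then biotinylated RON2 peptide at 25 nM; detection used donor plus acceptor beads, 10 µg/mL apiece, read by AlphaScreen after 30 min at room temperature.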
AmpC inh detg – qHTS Inhibitors of AmpC Beta-Lactamase (assay with detergent); P00811; AmpC hydrolysis of nitrocefin, absorbance 480 nm, 0.01% Triton; Potency, µM (doses to about 114 µM), inactives show at the top dose activity change, negative = inhibition, usual class: inhibitors; 370,000 tested, 0.041% active; AID 485294, 2010;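 also: potency is read from the fitted curve at half-maximal effect; 0% = no-compound wells and -100% = no-enzyme wells; nearly all actives have a fitted effect of over 25% in size; some results filed as inactive show a strong effect at the top dose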
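20 mM phosphate pH 7.0 + 0.01% (detergent screen) or 0.0001% Triton X-100; 5.3 nM AmpC reagent; cpd preinc 15 min RT; nitrocefin (800 uM stock) to start; A480 q20 s × 4 min; Activity was normalised to no-enzyme and no-compound control wells.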
An asterisk follows results filed as active; ? = inconclusive; · = not tested or not shown; & = joins results of further samples; [ ] = remark or other dose. Unless noted, calls follow the shape of the dose curve; as a rule, active = well fitted curve in the direction sought with a large enough effect; inconclusive = small, poorly fitted or top-dose-only effect, or another doubt; inactive = no such curve, though single readings can be large; an effect the other way counts as inactive or inconclusive.

SMILES	HCMV inh	AmpC inh no detg	Giardia FBPA inh	CHX counter	Shiga inhibitor	AMA1-RON2 inh	AmpC inh detg
CCN(CC)CCC(c1ccc2c(c1)OCO2)c1c(OC)cc(OC)c2c(C)cc(=O)oc12 (stereo not given)	·	·	1%	9	-13	·	·
COc1ccc(C(=O)NCC(=O)OCC(=O)NCc2ccco2)cc1	24	-14%	·	·	·	-7%	·
O=[N+]([O-])c1ccc(S(=O)(=O)NCCc2cn3ccccc3n2)cc1	-10	-16%	0%	-5	-15	-2%	?
O=C(COC(=O)c1n[nH]c2ccccc12)Nc1ccc([N+](=O)[O-])cc1	-15	-51%	-5%	10	23*	-10%	-1%
CC(=O)Nc1ccc(C(=O)NNC(=O)c2ccc(Cl)cc2Cl)cc1	29	-12%	-2%	4	11	67%[activator]	4%
Cc1ccc(C(=O)NC(C(=O)NC2CCCC2)c2ccccc2)cc1 (stereo not given)	14	-28%	-6%	-3	-1	-2%	-3%
CCC1(C)Cc2ccccc2-c2nc(-c3ccccc3)oc(=O)c21 (stereo not given)	2	-16%	1%	-5	-10	5%	9%
O=C(NCCCN1CCCC1=O)Nc1ccc(F)c(Cl)c1	120	-15%	·	47*	47	0%	0%
Oc1ccc(C2C(c3ccccc3)=NN=C(c3ccccc3F)N2O)c(O)c1 (stereo not given)	-32	?	-7%	8	14	9%	?
Cc1n[nH]c(C)c1CCC(=O)N/N=C/c1cccc([N+](=O)[O-])c1	?	-14%[11.4 µM]	-11%	4	-9	5%	?
OC(COc1cccc2ccccc12)CN1CCCC1 (stereo not given)	28	-3%	·	-2	-18	-8%	-12%
O=C(Oc1ccccc1)N1CCN(c2ccccc2F)CC1	?	1%	8%	24	39	0%	-2%
COC(=O)C(Cc1ccc(O)cc1)NC(=O)c1ccccc1 (stereo not given)	-10	-7%	5%	-3	-18	-4%	2%
Cc1ccc(S(=O)(=O)N2CCOCC2)cc1NC(=O)c1cccc(S(=O)(=O)N2CCCC2)c1	7	11%	0%	-2	-36	1%	-7%
Cc1cc(C)nc(/N=C(\N)Nc2ccc(CC(=O)OC(C)C)cc2)n1	-30	-21%	-9%	-2	-13	-2%	-8%
C[C@H]1CC[C@H]2NCCN[C@H]2C1	-17	-6%	-4%	1	8	-3%	-1%
O=C(CNC(=S)N(Cc1ccccc1)Cc1ccccc1F)NCc1ccc(Cl)cc1	33	-28%	-7%	1	-12	-8%	7%
COc1ccc(NC(=S)N2CCN(Cc3ccccc3)CC2)cc1	-28	-6%	7%	13	26	-7%	4%
CCOc1c(C)cnc2c1c(=O)n(Cc1c(F)cccc1Cl)c(=O)n2C	-12	27%	1%	-3	2	0%	-6%
CCOCCCNC(=O)N[C@@H](Cc1ccccc1)C(=O)OC	-13	-3%	-1%	-7	-4	-1%	?
CCCOc1ccc(C(C)=O)cc1CN1CCOCC1	-11	-9%	0%	-3	-8	-1%	-6%
CCOC(=O)C1(Cc2ccccc2C)CCCN(S(=O)(=O)c2cccnc2)C1 (stereo not given)	-93*	95%[activator]	-9%	0	16	4%	0%
S=C(NCc1ccccc1)N1CCN(c2cccc(Cl)c2)CC1	39	-43%	-4%	12	2	-20%	6%
CC(=O)SC1CC2=CC(=O)CCC2(C)C2CCC3(C)C(CCC34CCC(=O)O4)C12 (stereo not given)	-63*	63%[activator]	-2%	-4	10	3%	0%
C=CCN(CC=C)S(=O)(=O)c1ccc(NC(=O)COc2ccccc2OC)cc1	14	-12%	-3%	-2	9	-17%	-12%
Next results.
SMILES	HCMV inh	AmpC inh no detg	Giardia FBPA inh	CHX counter	Shiga inhibitor	AMA1-RON2 inh	AmpC inh detg
CCOC(=O)C1(S(=O)(=O)c2ccccc2)CCN(Cc2ccccc2)CC1	17	12%	-9%	-2	-16	-15%	4%
CC1CCCN(C(=O)CSc2nnc(-c3cccs3)o2)C1 (stereo not given)	34	-9%	·	39*	64*	18%	-6%
COc1ccc(-c2nnc(-c3ccccc3)o2)cc1OC	81	39%	2%	51*	53*	-4%	?
COc1ccc2nc(NC(=O)CCc3nc(C4=CCN(C)CC4)no3)sc2c1	·	14%	-7%	-2	27	-19%	?
O=C(CSc1ccc2ccccc2c1)Nc1ccncc1	?	-27%	5%	-3	-14	-9%	5%
NCc1c(O)ccc2ccccc12	15	-12%	-10%	-1	-6	·	-1%
Cc1ccc(C(=O)NNC(=O)c2nn(-c3ccc(F)cc3)ccc2=O)cc1	-14	-15%	6%	-2	-1	68%[activator]	7%
Cc1cccc(N2CCN(S(=O)(=O)c3ccc4c(c3)CCN4C(=O)CCC(=O)O)CC2)c1C	20	-25%	?	-4	-8	-9%	-9%
COc1ccc(CN2CCNC(=O)C2CC(=O)NCCCn2cccn2)c(OC)c1 (stereo not given)	-30	7%	-10%	-3	-6	6%	5%
Cc1ccc(/C=C2\SC(=S)N(CCCC(=O)Nc3cc(C)on3)C2=O)cc1	-32	-21%	3%	-6	-9	-3%	?
COC(=O)CNC(=O)CCC(=O)N1CCN(C(c2ccccc2)c2ccccc2)CC1	56	95%[activator]	8%	2	-13	-10%	-2%
O=C(c1ccccc1Br)N1CCN(c2ccccc2)CC1	52	-2%	8%	-2	-5	0%	-2%
CCOC(=O)C1(Cc2ccc(OC)cc2)CCN(C(=O)CN2CCN(CC)CC2)CC1	30	49%	0%	10	8	12%	10%
O=C(NCCc1ccco1)c1nn(Cc2ccccc2)c(=O)c2ccccc12	-14	-26%	7%	12*	18	26%	-7%
O=c1oc2ccccc2c(N2CCCCC2)c1CN1CCCCC1	-20	-29%	3%	-3	2	-7%	-4%
CC(C)NC(=O)NS(=O)(=O)c1cnccc1N1CCCCC1	12	-18%	9%	-3	-3	-1%	0%
O=C(CCC(=O)c1cccs1)OCc1nc2ccccc2s1	8	-25%	1%	3	3	8%	-9%
CS(=O)(=O)N1CCN(C(=O)c2cc(-c3cccs3)nc3ccccc23)CC1	78	69%[activator]	-6%	4	-18	2%	2%
O=c1[nH]c(=O)n(C2CCCCCC2)c(O)c1C=NC1CCN(Cc2ccccc2)CC1	-19	-3%	5%	-6	-10	0%	?
COc1ccc(NC(=S)N(CCN2CCOCC2)Cc2ccccc2F)cc1	-9	30%	0%	0	18	-13%	?
COc1cc2c(cc1OC)C1=C(C#N)CCC(=NC(=O)c3ccc(Cl)cc3)N1CC2	4	-9%	-3%	-2	-13	9%	-2%
COc1ccccc1C(=O)n1nc(-c2cccnc2)nc1N	6	-23%	-7%	-2	-12	4%	-7%
O=C(NCc1ccccc1F)C1CCCN(S(=O)(=O)N2CCOCC2)C1 (stereo not given)	14	1%	0%	7	7	-4%	2%
O=C(c1cccs1)N1CCN(C(=O)c2cn(-c3ccccc3)nc2-c2ccccc2)CC1	5	108%[activator]	·	·	·	-18%	·
Cc1cc(=O)[nH]c(/N=C(\N)Nc2ccc3c(c2)OCCO3)n1	20	-2%	-10%	1	-9	-2%	-1%

The final 5 records of the section above open the next one.
SMILES	HCMV inh	AmpC inh no detg	Giardia FBPA inh	CHX counter	Shiga inhibitor	AMA1-RON2 inh	AmpC inh detg
COc1cc2c(cc1OC)C1=C(C#N)CCC(=NC(=O)c3ccc(Cl)cc3)N1CC2	4	-9%	-3%	-2	-13	9%	-2%
COc1ccccc1C(=O)n1nc(-c2cccnc2)nc1N	6	-23%	-7%	-2	-12	4%	-7%
O=C(NCc1ccccc1F)C1CCCN(S(=O)(=O)N2CCOCC2)C1 (stereo not given)	14	1%	0%	7	7	-4%	2%
O=C(c1cccs1)N1CCN(C(=O)c2cn(-c3ccccc3)nc2-c2ccccc2)CC1	5	108%[activator]	·	·	·	-18%	·
Cc1cc(=O)[nH]c(/N=C(\N)Nc2ccc3c(c2)OCCO3)n1	20	-2%	-10%	1	-9	-2%	-1%
COc1ccc(CCNC(=S)NCCc2ccc(OC)c(OC)c2)cc1OC	-22&-26	14%	5%	-3	-6	2%&-20%	-9%
CCCOCC1CC2(CC(C)(c3csc(N)n3)OC2=O)C(=O)O1 (stereo not given)	40	-10%	0%	-3	-2	-1%	-2%
Cc1ccc(-c2cc(-c3n[nH]c(=S)o3)c3ccccc3n2)cc1	-2	5%	-8%	2	18	55%[activator]	3%
c1ccc2c(c1)ncn2-c1ncnc2sc3c(c12)CCCC3	-64*	-7%	·	-5	-34	13%	0%
O=C(c1cccs1)N(Cc1ccco1)c1nc(-c2ccc(F)cc2)cs1	-25	-22%	-1%	-3	2	0%	?
Cc1ccc(C2=CN(Cc3ccccc3)CCC2=O)cc1	5	1%	·	·	·	0%	·
CN(Cc1ccon1)Cc1cn(C)nc1-c1cccc(Cl)c1	-18	-11%	?	33*	71	-16%	9%
Fc1ccc(CNc2ncnc3c2cnn3-c2ccccc2)cc1	-32	·	7%	17	22	-3%	2%
CCOc1cc(C(=O)NC2CC(C)(C)NC(C)(C)C2)cc(OCC)c1OCC	-13	5%	-3%	-1	2	-20%	8%
CCCCCC(=O)Nc1ccc2oc(-c3cccnc3)nc2c1	104	-15%	-1%	10	-5	-3%	-4%
C=CCN(C(=O)c1ccccn1)C(C(=O)NCc1ccccc1)c1ccccc1F (stereo not given)	-8	-1%	2%	-2	9	4%	-1%
CCc1ccc(N(C2C=CS(=O)(=O)C2)S(=O)(=O)c2ccccc2)cc1 (stereo not given)	-24	-4%	4%	-1	13	8%	0%
O=C(NNC(=O)c1ccc(Cl)cc1Cl)Nc1ccccc1	2	-18%	14%	9	4	73%[activator]	-1%
CCOC(=O)[C@H]1[C@H]2COc3ccc(C)cc3[C@@H]2N2C(=O)CN(CC3CCCO3)C(=O)[C@@]12C (stereo not given in full)	-4	82%[activator]	·	·	·	12%	-1%
Cn1nc([N+](=O)[O-])nc1Sc1ccc(Cl)cc1	-25	-20%	-5%	-1	-4	0%	-8%
Cc1ccc(Cn2ccc(=O)c(OCc3c(Cl)cccc3Cl)c2C)cc1	-15	-1%	-6%	-1	-12	-2%	-11%
CCC1CCCCN1CCCNC(=O)c1ccc(CS(=O)(=O)Cc2ccccc2F)o1 (stereo not given)	-7	1%	1%	1	-3	-2%	?
COc1ccc(-c2cc3c(=O)n(CC(=O)NCc4ccccc4OC)ncn3n2)cc1	42	-14%	8%	1	-3	17%	-18%
Cc1ccc(C)c(Nc2nc3nonc3nc2N2CCOCC2)c1	-5	-35%	5%	-4	-7	4%	?
O=C(CN1CCN(C/C=C/c2ccccc2)CC1)NC(=O)NC1CCCCC1	3	156%[activator]	4%	-3	3	41%[activator]	-3%
Cc1cccc(OCC(=O)N2CCN(c3nnc(-c4ccccc4)c4ccccc34)CC2)c1	-32	38%	0%	-1	-3	-14%	3%
COc1ccccc1OCCCC(=O)NC(C)c1ccccc1 (stereo not given)	5	10%	-1%	-2	15	4%	-5%
